# HTT cytoprotect: Huntington cell model cytoprotection by ATP luminescence. PC12 HTT-Q103 induced, cytoprotection, ATP luminescence, 40 h. Potency, µM (highest dose often 56.4 µM), for the others: cytoprotection (ATP increase), actives largely listed as activators. 230,000 compounds, 0.14% hits. AID 1471;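 note: % of control where 0% means no effect; nearly all actives have a fitted effect of over 45% in size; toxic huntingtin expression switched on by the ecdysone agonist tebufenozide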
#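 Huntington model: PC12 line, ecdysone-inducible HTTQ103 exon1–GFP, tebufenozide 100 nM. Test articles in a dose series. Endpoint luminescence from cellular ATP.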
# TexasRed fluor: Texas Red fluorescence interference in TRb-SRC2 counter-screen; 280,000 compounds, 0.29% hits; AID 1479; Potency, µM (series often up to 106 µM), for the others: at the highest dose fluorescence change, negative = quenching; TRb/SRC2 Texas Red total fluorescence interference; active = well fitted curve in either direction with a large enough effect; inconclusive = small, poorly fitted or top-dose-only effect; note: % is set by controls: 0 for no effect and ±100 for the full control effect
#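 Human TRβ ligand-binding domain (0.6 uM) and Texas Red SRC2 peptide (20 nM) in Tris buffer with 1 uM T3 and 5% DMSO were incubated with pinned compound for 5 hr at ambient temperature. Total fluorescence was computed as S + 2P (555/632 nm).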
# TRb SRC2 PPI: inhibitors of human thyroid hormone receptor beta-SRC2 interaction. Potency, µM (top dose mostly 106 µM), without a hit: at the top dose activity change, negative = inhibition, hits mostly inhibitors. P10828. TRbeta-SRC2 peptide binding, fluorescence polarization; receptor liganded with 1 µM T3. AID 1469. 280,000 compounds, 0.065% hits;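 note: plate controls were bound peptide for no effect and peptide without receptor for full effect; nearly all actives have a fitted effect of over 50% in size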
#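 Read-out is fluorescence polarization (555 nm excitation, 632 nm emission) of a Texas Red SRC2 coactivator peptide; loss of signal reflects blocked binding to human TRb ligand-binding domain in the presence of 1 uM T3.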
# Tau FP inhib: tau fibrillization inhibition (FP); AID 1468; K18 P301L tau heparin fibrillization, Alexa594 FP, 6 h; Potency, µM (top dose mostly 57.7 µM), without a hit: top-dose activity, negative = inhibition, most hits filed as inhibitors; 280,000 compounds, 0.39% hits; note: % is set by controls: 0 for no effect and ±100 for the full control effect; nearly all actives have a fitted effect of over 55% in size
# Target sequence (P10636 561-689 P618L limits assumed): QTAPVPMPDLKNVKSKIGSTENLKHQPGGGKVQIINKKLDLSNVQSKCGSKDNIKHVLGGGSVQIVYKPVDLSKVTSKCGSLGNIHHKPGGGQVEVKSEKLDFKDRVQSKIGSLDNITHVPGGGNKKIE
#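 Quantitative HTS format: compounds meet 15 uM recombinant K18 P301L tau and Alexa 594-tau tracer in 100 mM sodium acetate pH 7; 20 uM heparin triggers fibrillization at 37 C over 6 hr; FP gives the signal.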
# Tau fluor counter: counter-screen for tau fibril formation inhibitors; tau K18 P301L Alexa594 fluorescence, heparin fibrillization; Potency, µM (titrated, usually from 57.7 µM), for the others: at the top dose activity change, negative = decrease; 280,000 compounds, 0.93% hits; AID 1463; note: % is set by controls: 0 for no effect and ±100 for the full control effect; nearly all actives have a fitted effect of over 55% in size
#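 Human tau K18 P301L (15 uM unlabeled, 0.24 uM Alexa 594-labeled) in 100 mM sodium acetate pH 7 with 20 uM heparin, 6 hr at 37 C. ThT 30 uM added, 1 hr ambient; Alexa 594 FP and total fluorescence read at 555/632 nm.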
# RECQ1 inh: blocks DNA unwinding by human RECQ1; P46063; RECQ1 DNA unwinding, red fluorescence kinetic read; Potency, µM (doses to about 57.3 µM), inactives show top-dose activity, negative = inhibition, most hits filed as inhibitors; 240,000 compounds, 0.54% hits; AID 2549;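 note: plate controls were vehicle for no effect and no enzyme for full effect; nearly all actives have a fitted effect of over 30% in size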
#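 RECQ1T1 50 nM; forked duplex (20 bp + 30-nt ss tails) 200 nM, ATP 2 mM final; pH 8.0, 2 mM MgCl2, 2.5 ug/ml poly(dI-dC); 15 min compound preincubation; discontinuous kinetic read over 2 h at RT.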
# Tau fibril ThT: tau fibrillization inhibition (ThT binding). AID 1460. recombinant tau K18 P301L, heparin-induced fibrillization, ThT fluorescence. 270,000 compounds, 2.1% hits. Potency, µM (titrated, usually from 57.4 µM), for inactives: at the highest dose activity, negative = inhibition, most hits filed as inhibitors. P10636; note: % is set by controls: 0 for no effect and ±100 for the full control effect; nearly all actives have a fitted effect of over 55% in size
#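 Fibril formation assay: tau K18 P301L at 15 uM with trace Alexa 594 label, heparin inducer 20 uM, pH 7 sodium acetate buffer, 37 C for 6 hr; endpoint ThT signal.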
# L3MBTL1 inh: L3MBTL1 (human) inhibition | Q9Y468 | AlphaScreen L3MBTL1–H3K9me1 peptide binding | Potency, µM (series often up to 57.1 µM), without a hit: at the highest dose activity, negative = inhibition, usual class: inhibitors | 230,000 compounds, 0.66% hits | AID 485360; note: % is set by controls: 0 for no effect and ±100 for the full control effect; nearly all actives have a fitted effect of over 60% in size
# Target sequence (Q9Y468 whole entry, looked up): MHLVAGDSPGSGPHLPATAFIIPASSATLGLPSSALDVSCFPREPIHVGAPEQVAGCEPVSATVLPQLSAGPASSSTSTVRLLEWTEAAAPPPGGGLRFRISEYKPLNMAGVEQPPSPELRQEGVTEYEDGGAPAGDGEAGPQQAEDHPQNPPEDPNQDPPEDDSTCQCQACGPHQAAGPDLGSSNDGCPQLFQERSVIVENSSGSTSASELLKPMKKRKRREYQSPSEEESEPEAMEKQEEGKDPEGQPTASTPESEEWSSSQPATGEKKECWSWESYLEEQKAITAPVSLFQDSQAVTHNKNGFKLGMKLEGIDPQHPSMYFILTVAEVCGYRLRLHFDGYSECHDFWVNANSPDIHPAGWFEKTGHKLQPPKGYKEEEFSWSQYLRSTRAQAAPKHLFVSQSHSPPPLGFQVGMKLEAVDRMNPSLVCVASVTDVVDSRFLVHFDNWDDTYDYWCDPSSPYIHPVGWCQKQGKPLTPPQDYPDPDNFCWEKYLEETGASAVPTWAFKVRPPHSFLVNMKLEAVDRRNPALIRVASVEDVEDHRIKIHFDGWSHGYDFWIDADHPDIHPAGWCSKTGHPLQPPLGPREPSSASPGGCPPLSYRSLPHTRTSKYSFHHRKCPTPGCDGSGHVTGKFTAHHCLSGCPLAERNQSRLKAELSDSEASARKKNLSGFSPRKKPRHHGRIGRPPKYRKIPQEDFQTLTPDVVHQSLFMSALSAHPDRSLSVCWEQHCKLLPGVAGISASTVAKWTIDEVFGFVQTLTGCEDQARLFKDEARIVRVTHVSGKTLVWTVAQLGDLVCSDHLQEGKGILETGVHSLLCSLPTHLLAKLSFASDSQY
#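 Displacement of a biotinylated histone H3(1-15) peptide monomethylated at Lys9 (75 nM) from L3MBTL1 (50 nM) was measured by AlphaScreen after a 30 min room-temperature compound incubation; cefsulodin titration served as intraplate control.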
# The depositor's hits bear a star; i = inactive; u = inconclusive; x = no result given; [ ] = dose if it differs, or a comment. Unless noted, calls come from the whole dose curve; as a rule, active = well fitted curve in the direction sought with a large enough effect; inconclusive = small, poorly fitted or top-dose-only effect, or another doubt; inactive = no such curve, though single readings can be large; an effect the other way counts as inactive or inconclusive. Potency is the fitted concentration of half-maximal effect. Some of the compounds tested; the hit share may differ from the screen's.
SMILES,HTT cytoprotect,TexasRed fluor,TRb SRC2 PPI,Tau FP inhib,Tau fluor counter,RECQ1 inh,Tau fibril ThT,L3MBTL1 inh
O=C(NN1C(=O)C2C3C=CC(C4CC34)C2C1=O)c1ccc(Cl)cc1 (configuration not stated),10%,-1%,5%,6%,-12%,0%,-15%,-6%
Cn1c(=O)n(C)c2cc([N+](=O)[O-])c(N3CCN(S(C)(=O)=O)CC3)cc21,-2%[10 µM],0%,1%,-1%,4%,-1%,-5%,4%
CCN1CCN(Cc2c(O)ccc3c(=O)c(-c4ccc(OC)c(OC)c4)c(C(F)(F)F)oc23)CC1,-18%,0%,1%,-7%,-6%,-1%,-17%,-4%
O=C(CSc1nncn1-c1ccccn1)Nc1cccc(Cl)c1,x,0%,-8%,-6%,-10%,9%,-6%,11%
Cc1nc(-n2nc(C)c(CCC(C)C)c2C)sc1C(=O)Nc1ccc(Br)cc1,x,-1%,1%,-4%,-3%,x,-8%,x
Cc1ccc(-c2nn(C)c(=O)c3ccccc23)cc1CN1CCOCC1,-1%,-3%,1%,-5%,-10%,-11%,-12%,4%
CCOc1ccc(N2CC(C(=O)Nc3cccc(S(=O)(=O)N4CCCCC4)c3)CC2=O)cc1 (configuration not stated),-6%,-6%,-2%,u,u,-14%,-12%,x
O=C(Nc1ccccc1Cl)c1cc2c(-c3ccccc3)nn(-c3ccccc3)c2s1,x,1%,7%,u,-10%,x,10%,x
O=c1c2sc3ccccc3c2n(Cc2cccc(C(F)(F)F)c2)c(=O)n1Cc1ccccc1,x,4%,1%,-19%,-14%,x,-1%,x
CCOC(=O)CCCNC(=O)COC(=O)c1ccc(O)cc1,17%,2%,-1%,8%,1%,i,-4%,x
O=C(O)c1ccc(N2CCCCCC2)c(N2C(=O)c3ccccc3C2=O)c1,-10%[10 µM],-1%,-9%,-1%,-5%,1%,-6%,x
Cc1ccc(CNC(=O)CCNS(=O)(=O)c2ccc3c(c2)CCCC(=O)N3)cc1,x,-15%,4%,-6%,-6%,x,-2%,x
CSc1nnc2c(n1)OC(c1ccccn1)N(C(C)=O)c1ccccc1-2 (configuration not stated),19%,-5%,-2%,-3%,-5%,i,-7%,-7%[11.4 µM]
CCCOC(=O)Oc1ccc2c(=O)c(Oc3cc(C)cc(C)c3)coc2c1,-4%[10 µM],-3%,-1%,-7%,-6%,i,u,20%
COc1cccc(-c2noc(N)c2C#N)c1,-11%,1%,9%,-2%,-7%,-8%,-4%,-5%
CN(C)c1nnnn1-c1cccc(Oc2ncc(C(F)(F)F)cc2Cl)c1,4%,-3%,1%,-13%,-10%,-2%,-8%,x
CCc1nnc(NC(=O)CSc2nnc(CNc3ccc(Cl)cc3)o2)s1,3%[4.97 µM],-1%,-5%,-13%,u,-1%,u,-8%
CCCn1c(=O)c2ccccc2n2c(SCN3C(=O)c4ccccc4C3=O)nnc12,14%[10 µM],1%,0%,2%,4%,12%,0%,x
CCOC(=O)C1=NOC2COC3(CCN(c4ncccn4)CC3)OCC12 (configuration not stated),1%,-2%,-2%,1%,2%,i,5%,x
Cc1ccc(-c2csc(=S)n2CC(=O)OCC(=O)NC(C)C(C)C)cc1 (configuration not stated),-42%[inhibitor],-3%,-12%,0%,-10%,-6%,-13%,0%
O=C(COC(=O)c1ccc(S(=O)(=O)N2CCCCC2)cc1)NCc1ccco1,-26%,-6%,-4%,-3%,1%,-16%,-2%,-30%
CCN(CC)CCN(C(=O)c1ccco1)c1nc2c(C)c(C)ccc2s1,x,u,3%,-12%,-20%,x,-2%,x
Cc1noc(C)c1CSCC(=O)OCC(=O)N1CC(=O)Nc2ccccc21,0%,4%,3%,1%,-3%,i,2%,6%
O=C(Nc1ccc(N2CCCCC2)c(Cl)c1)c1ccc2c(c1)OCCO2,-27%,0%,-2%,12%,14µM*[quencher],-14%,u,x
CCn1c(-c2nn(C)cc2Cl)n[nH]c1=S,-5%[10 µM],-2%,-4%,-1%,-3%,i,-12%,1%
COc1ccc(OCc2nnc3n2N=C(c2ccc(OC)cc2)CS3)cc1,-9%,-1%,-2%,10%,-9%,-9%,-8%,x
O=C(Cn1c(C(F)(F)F)nc2ccccc21)c1ccc(Cl)cc1,6%[10 µM],-2%,-10%,-12%,-20%,-5%,-7%,1%
CCCN(Cc1ccccc1)C(=S)Nc1cccc(C)c1C,-33%[inhibitor],-5%,2%,2%,6%,-2%,2%,-6%[11.4 µM]
Nc1ccc2nc(-c3ccc(N)c(Cl)c3)[nH]c2c1,-20%[10 µM],u,-4%,u,u,-22%,u,-1%
CCOC(=O)c1cccc(NC(=O)c2cn(-c3cccc(OC)c3)c(=O)c3ccccc23)c1,x,3%,7%,-3%,3%,x,-1%,x
COc1ccc(-c2coc3cc(O)ccc3c2=O)c(OC)c1,-31%[inhibitor],0%,4%,10%,-14%,i,-13%,x
CC(OC(=O)c1nsc(Cl)c1Cl)C(=O)NCc1ccc2c(c1)OCO2 (configuration not stated),-2%,-2%,-2%,-1%,-1%,0%,-7%,1%
O=C(/C=C\NCC(=O)c1ccccc1)c1ccc2ccccc2c1,23%[10 µM],2%,12%,-1%,-17%,1%,u,-13%
COc1cccc(/C=N/Nc2nc(Nc3ccc([N+](=O)[O-])cc3)nc(N3CCCC3)n2)c1O,-133%[inhibitor],-3%,2%,10%,u,u,u,x
O=c1c2ccccc2nc2n1-c1ccccc1CCC2,-14%,0%,-1%,-7%,-14%,-9%,-12%,0%
Cc1cccc(NC(=O)CSc2nnc(NC(=O)c3ccco3)s2)c1,13%,-1%,7%,-8%,-6%,2%,-4%,u
CCSc1nnc(NC(=O)Cn2cnc3c2c(=O)n(C)c(=O)n3C)s1,-8%,-3%,4%,0%,7%,i,2%,9%
C=C(C)C(=O)Nc1cccc(C2=NOC3(C2)C[C@@H](C(N)=O)N(C(=O)/C=C/C=C/C)C3)c1 (some centres not stated),17%[10 µM],0%,0%,-3%,9%,u,-3%,x
CCOc1ccc(C(=O)Nc2ccc3oc(-c4cccnc4)nc3c2)cc1,x,-2%,4%,-17%,-6%,x,u,x
Cc1coc(C)c1C(=O)CC1(O)C(=O)Nc2cc(Cl)cc(Cl)c21 (configuration not stated),-3%,-5%,-4%,0%,-10%,-6%,-6%,-1%
CN(C)S(=O)(=O)c1ccc(-c2csc(N/N=C/c3ccco3)n2)cc1,21%[10 µM],-6%,0%,10%,u,10%,u,-20%
Cc1c(NC(=O)CN2CCN(C(=O)c3ccco3)CC2)c(=O)n(-c2ccccc2)n1C,12%,-2%,-12%,-11%,-2%,-1%,-11%,8%
COC(=O)Cn1cc(C(=O)C(C)(C)C)c2ccccc21,4%[10 µM],1%,-2%,-10%,-4%,-4%,-5%,6%
COC(=O)c1ccc(COC(=O)c2ccc(CO)cc2)o1,7%[10 µM],3%,8%,-11%,-9%,-2%,-7%,-6%
O=C(CC1SC(=Nc2ccc(OC(F)F)cc2)N(CCN2CCOCC2)C1=O)Nc1ccccc1 (configuration not stated),-17%[10 µM],-1%,-7%,-8%,u,-22%,-11%,x
O=C(NCc1ccccn1)c1ccc(Cn2c(=S)[nH]c3ccc(Br)cc3c2=O)cc1,-16%[10 µM],-1%,-1%,-12%,-21%,-4%,u,-3%
COCc1cc(=O)[nH]c2c1c(-c1ccccc1)nn2C,6%[10 µM],-5%,-8%,3%,-6%,-1%,-4%,6%
Clc1ccc(C2=CC(c3ccco3)n3ncnc3N2)cc1 (configuration not stated),-19%,-2%,-2%,-9%,-12%,i,-7%,3%
Clc1nnc(N2CCCCC2)c2ccccc12,-4%[10 µM],-3%,0%,-10%[2.34 µM],-5%,-6%,-8%,3%
Cc1cccn2c(=O)c3cc(C(=O)NCc4ccco4)c(=N)n(C(C)C)c3nc12,-7%[0.074 µM],0%,-14%,-2%,3%,-4%,-14%,-2%[11.4 µM]
COc1ccc(-n2c(C)cc(-c3cn4cccc(C)c4n3)c2C)cc1,3%,1%,-3%,4%,-6%,2%,u,-15%
CCN1C(=O)c2ccccc2S(=O)c2ccc(C(=O)NCCCN3CCCC3=O)cc21 (configuration not stated),9%[10 µM],0%,1%,2%,0%,-8%,-1%,8%
Cc1oc(C(C)(C)C)cc1C(=O)Nc1cccc(C(=O)O)c1,3%,4%,0%,6%,-1%,i,-3%,x
O=c1oc2ccccc2cc1-c1nc2c(s1)CCCC2,-44%[inhibitor],-7%,5%,-12%,-22%,12%,u,22%
COc1ccccc1NC(=O)c1ccc(NC(=O)CN2CCN(C(=O)c3ccco3)CC2)cc1,-31%[inhibitor],-4%,1%,5%,-9%,2%,-15%,x
CC(C)CCOC(=O)C[N+](C)(C)CCOC1CC2CCC1(C)C2(C)C (configuration not stated),-44%[inhibitor],1%,4%,8%,6%,i,-4%,17%

# Full records from above. Order of values: HTT cytoprotect, TexasRed fluor, TRb SRC2 PPI, Tau FP inhib, Tau fluor counter, RECQ1 inh, Tau fibril ThT, L3MBTL1 inh
# `CN(C)S(=O)(=O)c1ccc(-c2csc(N/N=C/c3ccco3)n2)cc1` as listed: 21%[10 µM], -6%, 0%, 10%, u, 10%, u, -20%
# `COCc1cc(=O)[nH]c2c1c(-c1ccccc1)nn2C` as listed: 6%[10 µM], -5%, -8%, 3%, -6%, -1%, -4%, 6%
# `CC(C)CCOC(=O)C[N+](C)(C)CCOC1CC2CCC1(C)C2(C)C` (configuration not stated) as listed: -44%[inhibitor], 1%, 4%, 8%, 6%, i, -4%, 17%
# `O=C(CC1SC(=Nc2ccc(OC(F)F)cc2)N(CCN2CCOCC2)C1=O)Nc1ccccc1` (configuration not stated) as listed: -17%[10 µM], -1%, -7%, -8%, u, -22%, -11%, x
# `Cc1oc(C(C)(C)C)cc1C(=O)Nc1cccc(C(=O)O)c1` as listed: 3%, 4%, 0%, 6%, -1%, i, -3%, x

# Screening results (PubChem BioAssay)
